SW480 rereplic: induces DNA re-replication in SW480 colon adenocarcinoma cells; SW480 DNA re-replication, Hoechst DNA content imaging, 48 h; Potency, µM (top dose mostly 46.1 µM), for inactives: top-dose re-replication activation, actives largely listed as activators; 340,000 tested, 1.8% active; note: potency is the fitted concentration of half-maximal effect; % of control where 0% means no effect; nearly all actives have a fitted effect of over 55% in size
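Compounds, transferred as 23 nL by pin tool, were incubated with cells for 48 hr; DNA content per nucleus was then quantified by Hoechst staining and fluorescence plate imaging.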
IL1B secr inh: inflammasome signaling inhibition, IL-1 beta readout. AID 743279. THP-1 LPS/ATP IL-1B secretion, AlphaLISA, 16 h; stronger effect = lower value. 360,000 tested, 4.7% active. activity change, % at 57.5 µM; in the data active = activity change below about -50%; inconclusive = mostly about -30% to -49%; note: % is set by controls: 0 for no effect and ±100 for the full control effect
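Secreted IL-1B measured by AlphaLISA bead assay after 16 h compound exposure of THP-1 cells; compounds (final up to 57.5 uM) added 1 h before LPS (250 ng/mL) and ATP (1.25 mM) stimulation; lower signal means less secretion.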
ATXN viability: cell viability loss in ATXN counter-screen. S2 cells (HEK-293 line with an ATXN2-luciferase reporter) viability, CellTiter-Fluor protease fluorescence, 24 h. Potency, µM (doses to about 56.7 µM), usual class: cytotoxic. 400,000 tested, 0.49% active. AID 651635; note: potency is the fitted concentration of half-maximal effect; nearly all actives have a fitted effect of over 40% in size
KB-V1 MDR tox: KB-V1 MDR subline cytotoxicity; Potency, µM (titrated, usually from 46.1 µM), for inactives: top-dose activity change, negative = cytotoxicity, hits mostly cytotoxic; KB-V1 MDR cells viability, CellTiter-Glo, 72 h; 400,000 tested, 3.4% active; note: potency is the fitted concentration of half-maximal effect; % is set by controls: 0 for no effect and ±100 for the full control effect; nearly all actives have a fitted effect of over 60% in size
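Drug-selected KB-V1 cells, grown in DMEM lacking phenol red with 10% FBS, receive compound titrations; after three days at 37 degrees C, surviving cell ATP is quantified by CellTiter-Glo luminescence and responses normalized and curve-fitted.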
HT1080NT lethal: kills 2HG-producing HT-1080-NT fibrosarcoma cells. HT-1080-NT fibrosarcoma viability, CellTiter-Glo ATP luminescence, 48 h. 360,000 tested, 1.6% active. Potency, µM (highest dose often 46.1 µM), for the others: at the top dose activity, negative = less viability, most hits filed as cytotoxic;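 note: NT is the 2HG producing partner of a matched IDH1 knockdown line; potency is the fitted concentration of half-maximal effect; 0% = DMSO-treated cells and -100% = media-only wells without cells; nearly all actives have a fitted effect of over 55% in size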
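Toxicity toward the 2HG-producing NT line was scored as %Activity, normalised to DMSO and no-cell wells, from CellTiter-Glo luminescence after 48 hours' treatment.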
HT1080 IDH1KD tx: toxicity to HT-1080 IDH1 knockdown cells (counter line); HT-1080 IDH1 knockdown viability, ATP luminescence, 48 h; 360,000 tested, 2% active; AID 686971; Potency, µM (highest dose often 46.1 µM), without a hit: top-dose activity, negative = toxicity, hits mostly cytotoxic;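 note: potency is the fitted concentration of half-maximal effect; 0% = DMSO wells and -100% = cell-free medium wells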
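IDH1KD HT-1080 cells, 750/well, RPMI + 5% FBS; compound pinned after 2 h settling; 48 h, 37 °C; CellTiter-Glo luminescence; % activity normalised to DMSO and no-cell wells; curves fitted, classed by r2 and efficacy.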
KB-3-1 cytotox: KB-3-1 parental cell cytotoxicity | AID 1347075 | KB-3-1 viability, CellTiter-Glo ATP luminescence, 72 h | Potency, µM (doses to about 46.1 µM), without a hit: at the top dose activity change, negative = cytotoxic, actives largely listed as cytotoxic | 400,000 tested, 1.4% active; note: potency is the fitted concentration of half-maximal effect; % is set by controls: 0 for no effect and ±100 for the full control effect; nearly all actives have a fitted effect of over 60% in size
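KB-3-1 parental drug-naive adenocarcinoma cells in DMEM/10% FBS, incubated 72 h at 37 C with pin-transferred compounds across a concentration series. Viability by CellTiter-Glo luminescence; concentration-response curves fitted after normalization.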
MCF10A rereplic: DNA re-replication induction in MCF 10a cells. Potency, µM (doses to about 46.1 µM), inactives show top-dose activity, positive = re-replication, hits mostly activators. MCF 10A DNA re-replication, Hoechst nuclear intensity, 48 h. 350,000 tested, 2.9% active; note: potency is the fitted concentration of half-maximal effect; % of control where 0% means no effect; nearly all actives have a fitted effect of over 50% in size
ATXN2 expr inh: inhibitors of ATXN2 expression; HEK-293 ATXN2-luciferase reporter, luminescence, 24 h; Potency, µM (doses to about 57 µM), for inactives: top-dose activity change, negative = inhibition, usual class: inhibitors; 360,000 tested, 0.72% active; AID 1745845; note: potency is the fitted concentration of half-maximal effect; % is set by controls: 0 for no effect and ±100 for the full control effect; nearly all actives have a fitted effect of over 55% in size
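qHTS (up to 57 uM final) was run with 24 h compound exposure of reporter cells at 37 °C. Each well was multiplexed: SteadyGlo luminescence measured ATXN2-luciferase expression after a fluorogenic Gly-Phe-AFC viability readout (25 uM final).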
* hit, by the source's call; i = inactive; ? = inconclusive; nt = no result given; & = joins results of further samples; ! = not active in a repeat; [ ] = another dose, or the depositor's remark. Unless noted, calls come from the whole dose curve; as a rule, active = well fitted curve in the direction sought with a large enough effect; inconclusive = small, poorly fitted or top-dose-only effect, or another doubt; inactive = no such curve, though single readings can be large; an effect the other way counts as inactive or inconclusive.

Sample of the layout, 2 compounds:
SMILES	SW480 rereplic	IL1B secr inh	ATXN viability	KB-V1 MDR tox	HT1080NT lethal	HT1080 IDH1KD tx	KB-3-1 cytotox	MCF10A rereplic	ATXN2 expr inh
CC(C)(C)n1nc2c(c1NC(=O)c1ccc(F)c(F)c1)CS(=O)(=O)C2	-30.6%[inhibitor]	i	i	1.3%	-6.3%	0.6%	-5.0%	-7.9%	-1.0%
O=C(O)Cn1c(O)c(C=Nc2ccccc2)sc1=S	-12.6%&2.6%	3.4&4.3	i	3.5%&-2.1%	4.4%&16.4%	4.6%&12.5%	7.9%&3.9%	-2.8%&-2.5%	3.3%&8.0%

Main list, from the start:
SMILES	SW480 rereplic	IL1B secr inh	ATXN viability	KB-V1 MDR tox	HT1080NT lethal	HT1080 IDH1KD tx	KB-3-1 cytotox	MCF10A rereplic	ATXN2 expr inh
CC(C)(C)n1nc2c(c1NC(=O)c1ccc(F)c(F)c1)CS(=O)(=O)C2	-30.6%[inhibitor]	i	i	1.3%	-6.3%	0.6%	-5.0%	-7.9%	-1.0%
O=C(O)Cn1c(O)c(C=Nc2ccccc2)sc1=S	-12.6%&2.6%	3.4&4.3	i	3.5%&-2.1%	4.4%&16.4%	4.6%&12.5%	7.9%&3.9%	-2.8%&-2.5%	3.3%&8.0%
O=C1c2cccnc2C(Nc2ccc(Br)cc2)N1Cc1cccs1 (stereo unspecified)	-11.5%	-22.9	i	-9.6%	-1.2%	-6.2%	-0.4%	-5.6%	-0.5%
COc1ccc(C(=O)N/C(=C\c2ccco2)C(=O)NCc2cccnc2)cc1	-0.2%	2.1	i	9.2%	6.7%	23.3%	11.8%	10.2%	0.0%
S=C(Nc1ccc(Cl)cc1)NC1CCCCC1	-46.0%[inhibitor]	-10.0	i	-26.8%	-28.6%	?	-2.3%	-1.8%	18.3%
CSc1ccc(N=Nc2c(C)[nH]n(C)c2=O)cc1	-34.8%[inhibitor]	nt	i	?	-19.2%	-3.4%	-4.4%	-17.3%	-5.1%
O=C(Cc1ccccc1)NCc1nc2ccccc2[nH]1	-1.1%	-6.8	i	10.0%	2.0%	3.9%	-0.1%	2.0%	-9.7%
Cc1c(C(=O)OCC2CCCCC2)[nH]c2c1C(=O)CC(c1ccccc1Cl)C2 (stereo unspecified)	nt	nt	i	?	nt	nt	1.6%	nt	-14.4%
Cn1nnnc1SCC(=O)N1CCN(S(=O)(=O)c2ccccc2)CC1	2.5%	-10.5	?	0.1%	2.0%	-0.7%	1.5%	0.7%	-30.3%
COc1ccc([C@H]2N[C@]3(CCCN(Cc4ccc(Cl)cc4)C3=O)[C@H]3C(=O)N(Cc4ccccc4)C(=O)[C@@H]23)cc1	nt	-21.7	i	?	-14.0%	-21.3%	6.4%	nt	11.9%
Fc1ccc2cc(-c3cccnc3)ncc2c1	-25.7%	28.5	i	8.6%	-0.8%	11.1%	-5.0%	-2.9%	51.7%[activator]
COCCN(CC(=O)Nc1ccc(F)cc1)S(=O)(=O)c1ccc(S(=O)(=O)N2CCCC2)cc1	1.0%	5.4	i	3.0%	0.3%	4.7%	11.8%	?	-7.7%
O=C(NCCOc1ccccc1)c1ccc2n[nH]nc2c1	4.61µM*	1.7	i	?	11.5%	1.9%	3.6%	4.4%	10.5%
CCOC(=O)[C@]12CCCC=C1N(Cc1ccco1)C(=O)[C@H](CC(=O)NCCc1ccccc1OC)C2	nt	-2.7	?	?	0.7%	0.5%	11.8%	nt	1.3%
C=CCOc1ccc(/C=C2\SC(N3CCCCC3)=NC2=O)cc1	-0.2%	8.2	i	?	5.6%	4.5%	2.1%	0.2%	0.1%
CCc1c(C)nc(SC)n(CC#N)c1=O	-6.8%	8.4	i	1.1%	4.8%	8.9%	-0.6%	-5.0%	-0.9%
CCN1C[C@@H]2[C@@H]3C(=O)N(Cc4ccccc4)C(=O)[C@@H]3[C@](C)(C1=O)N2C(=O)c1ccccc1	-0.4%	10.4	i	0.0%	18.8%	11.4%	-0.9%	-34.1%[inhibitor]	0.6%
O=C(O)c1sccc1Oc1ccc(NS(=O)(=O)c2ccccc2)cc1	0.8%	13.2	i	?	16.7%	9.0%	7.3%	5.3%	-15.5%
CCOC(=O)CSc1n[nH]c(NC(C)=O)n1	0.9%	34.1	i	26.1%	1.8%	7.9%	0.5%	-4.0%	nt
CC(=O)N(C)Cc1ccc(C(=O)CCl)cc1	?	-105.8*	?	-1.2%	-1.9%	-16.3%	-0.4%	13µM*	?
CC(=O)Nc1ccc(NC(=O)CN(c2ccccc2Cl)S(C)(=O)=O)cc1	-0.4%	-1.0	i	-2.1%	11.3%	9.0%	12.5%	1.6%	5.0%
O=C(NCC(=O)N1CCCC1)c1ccc(Br)o1	0.3%[9.22 µM]	-6.0	?	10.1%	?	11.3%	29.9%	4.8%	3.7%
COc1cc(OC)cc(C(=O)NCC(=O)NC(C)c2ccccc2)c1 (stereo unspecified)	3.9%	-27.1	i	8.4%	0.4%	-3.2%	0.0%	-22.1%	-16.2%
CCc1ccccc1Nc1nn2c(=O)c3ccc(C(=O)NCCC4=CCCCC4)cc3nc2s1	nt	nt	?	0.0%	nt	nt	0.5%	nt	?
CCCn1c(SCC(=O)Nc2sc(C)c(C)c2C#N)nnc1C(C)C	9.9%	-6.4	i	-28.2%	-0.9%	6.8%	12.9%	25.8%	1.7%
Continued.
SMILES	SW480 rereplic	IL1B secr inh	ATXN viability	KB-V1 MDR tox	HT1080NT lethal	HT1080 IDH1KD tx	KB-3-1 cytotox	MCF10A rereplic	ATXN2 expr inh
O=C(CN1C(=O)C2CC=CCC2C1=O)Nc1ccc(S(=O)(=O)N2CCOCC2)cc1 (stereo unspecified)	-5.3%	16.1	i	-0.6%	1.7%	5.3%	12.3%	2.2%	-3.9%
CC(C)C[C@@H](CN=[N+]=[N-])N1CCN(C)CCC1=O	-1.3%	4.8	i	-24.1%&-3.3%	?	7.9%	2.6%&8.2%	-0.6%	7.2%
Cc1cccc(C)c1NC(=O)C1(C)CSCC(=O)N1CCc1ccc(O)cc1 (stereo unspecified)	nt	8.3	nt	-12.6%	-0.5%	-6.9%	-9.4%	nt	nt
Cc1cnc(C=NNC(N)=S)c2cccc(N)c12	?	61.7	?	7.31µM*	-17.9%	?	0.4%	25.4%	?
CC(C)C(=O)N(Cc1ccc(F)cc1)Cc1nc2ccccc2c(=O)[nH]1	-10.0%	8.2	i	-22.8%	0.7%	4.1%	8.3%	?	-5.5%
O=C1CCCC(c2ccccc2)N1 (stereo unspecified)	-46.1%	-14.4	i	-9.8%	0.8%	-1.3%	-4.0%	?	-8.3%
COc1ccc(-c2ccc(-c3nc4ccc(C)cn4c3NC3CCCCC3)cc2OC)cc1	?	-55.1*!	i	16.4µM*!	?	?	?	?	?
COc1ccc(NC(=O)c2ccccc2C(=O)N2CCCCC2)cc1	10.1%	21.7	i	-6.3%	1.4%	-1.4%	2.6%	10.1%	-8.6%[11.3 µM]
COc1cccc(-c2cnc(C(O)c3ccc(C)cc3C)[nH]2)c1 (stereo unspecified)	nt	9.5	i	1.0%	3.1%	-10.8%	0.0%	nt	4.4%
COc1cc(/C=N/Nc2nc3ccccc3[nH]2)cc(Br)c1OCC(=O)N(C)C	-9.0%	?	i	2.7%	-27.1%	-22.4%	-3.8%	1.3%	-5.9%
CCNS(=O)(=O)c1ccc(CCC(=O)N2CCOCC2)cc1	-5.2%	-9.1	i	1.2%	-15.2%	0.5%	4.4%	2.5%	-32.0%
Cc1cc(=O)[nH]c2c1c(=O)[nH]n2C1CC(C)N(C)CC1C (stereo unspecified)	-12.5%	9.6	i	15.0%	3.6%	4.3%	2.8%	-3.4%	-5.6%
CCOc1ccc(CNC(=O)c2ccc(-c3nc(CSc4ccc(C)cc4)c(C)o3)cc2)cc1	nt	nt	i	0.2%	nt	nt	-0.8%	nt	16.4%
COc1ccc(S(=O)(=O)N(CC(=O)N2CCOCC2)Cc2ccccc2)cc1C	-2.4%	-18.6	i	2.91µM*	-0.1%	-20.3%	4.8%	-7.1%	-4.9%
COc1ccc(C(=O)Nc2sc3c(c2C#N)CCN(C(C)=O)C3)cc1	23.1µM*	-25.4	i	?	8.2µM*	5.8µM*	8.2µM*	23.1µM*	7.0%
C/C(CC(=O)Nc1ccc(Cl)c(C(F)(F)F)c1)=N\NC(=O)c1ccccc1O	107.3%	-15.5	i	18.4µM*	?	?	?	?	-20.9%
Nc1cc(N)nc(SCc2cc(=O)oc3cc4c(cc23)CCC4)n1	-3.3%	-8.0	i	-7.9%	-3.4%	-7.8%	-1.6%	-1.1%	15.6%
CC(=O)c1ccc(N(CC(=O)Nc2cc(C)on2)S(=O)(=O)c2ccc(C)cc2)cc1	9.3%	-8.4	i	-10.3%	-4.2%	0.8%	-3.6%	6.0%	3.9%
COc1ccc(S(=O)(=O)NNS(=O)(=O)c2ccc(OC)c(OC)c2)cc1OC	nt	29.3	i	5.6%	?	16.9%	0.0%	nt	10.8%
Cc1cc(C)n2c(Nc3ccc4c(c3)OCCO4)c(-c3ccccc3)nc2n1	-3.3%	-15.1	i	3.4%&-0.9%	4.0%	4.6%	1.5%&-13.6%	5.6%	5.3%
COc1ccc(C)cc1NC(=O)c1cnc2ccc(C)cn2c1=O	nt	nt	i	8.9%	nt	nt	6.6%	nt	-2.3%

Single records, as listed above. Values in the order: SW480 rereplic	IL1B secr inh	ATXN viability	KB-V1 MDR tox	HT1080NT lethal	HT1080 IDH1KD tx	KB-3-1 cytotox	MCF10A rereplic	ATXN2 expr inh
O=C(CN1C(=O)C2CC=CCC2C1=O)Nc1ccc(S(=O)(=O)N2CCOCC2)cc1 (stereo unspecified) is listed as -5.3%	16.1	i	-0.6%	1.7%	5.3%	12.3%	2.2%	-3.9%
Cc1cc(=O)[nH]c2c1c(=O)[nH]n2C1CC(C)N(C)CC1C (stereo unspecified) is listed as -12.5%	9.6	i	15.0%	3.6%	4.3%	2.8%	-3.4%	-5.6%
Cc1cnc(C=NNC(N)=S)c2cccc(N)c12 is listed as ?	61.7	?	7.31µM*	-17.9%	?	0.4%	25.4%	?
